TDP1 cell CPT – qHTS for Inhibitors of human tyrosyl-DNA phosphodiesterase 1 (TDP1): qHTS in cells in presence of CPT | chicken DT40 Tdp1-/-;hTDP1 cells + 20 nM CPT, ATP luminescence, 48 h | hit rate 12% among 420,000 | Potency, µM (titrated, usually from 46.2 µM), for inactives: top-dose activity change, negative = growth inhibition, most hits filed as inhibitors; also: nearly all actives have a fitted effect of over 55% in size
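Cell growth measured by CellTiter-Glo luminescence after a minimum 48 h, 37 C compound exposure with 20 nM CPT in Tdp1-knockout DT40 cells stably expressing hTDP1, seeded 400/well; qHTS titration format.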
TDP1 inh – qHTS Assay for Inhibitors of Tyrosyl-DNA Phosphodiesterase (TDP1); Potency, µM (titrated, usually from 130 µM), without a hit: at the top dose activity change, negative = inhibition, usual class: inhibitors; hit rate 0.28% among 350,000; recombinant TDP1, AlphaScreen DNA substrate cleavage; Tyrosyl-DNA phosphodiesterase 1 (Homo sapiens), Q9NUW8; also: nearly all actives have a fitted effect of over 40% in size
Target sequence (Q9NUW8 whole entry, looked up): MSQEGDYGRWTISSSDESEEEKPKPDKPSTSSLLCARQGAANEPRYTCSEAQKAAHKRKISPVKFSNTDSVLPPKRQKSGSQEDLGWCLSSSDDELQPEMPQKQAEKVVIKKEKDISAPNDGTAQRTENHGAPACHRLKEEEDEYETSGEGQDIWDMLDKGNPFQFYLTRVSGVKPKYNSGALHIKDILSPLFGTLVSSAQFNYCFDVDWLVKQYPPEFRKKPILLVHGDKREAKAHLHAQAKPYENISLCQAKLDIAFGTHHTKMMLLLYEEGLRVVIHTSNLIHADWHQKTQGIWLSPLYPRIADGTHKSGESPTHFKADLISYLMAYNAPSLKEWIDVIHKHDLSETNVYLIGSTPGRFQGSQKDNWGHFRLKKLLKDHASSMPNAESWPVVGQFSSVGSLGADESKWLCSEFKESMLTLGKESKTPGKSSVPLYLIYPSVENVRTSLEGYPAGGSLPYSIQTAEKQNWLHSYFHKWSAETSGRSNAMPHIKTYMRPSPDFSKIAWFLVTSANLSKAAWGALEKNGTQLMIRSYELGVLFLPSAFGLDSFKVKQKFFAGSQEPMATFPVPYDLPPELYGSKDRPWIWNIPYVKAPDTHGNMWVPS
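Compounds were preincubated with Tdp1 (1 nM final) for 15 min at room temperature before substrate (15 nM final) started a 5 min reaction; beads (10 ug/ml final) were then added for 10 min before AlphaScreen detection.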
TDP1 cell noCPT – qHTS for Inhibitors of human tyrosyl-DNA phosphodiesterase 1 (TDP1): qHTS in cells in absence of CPT | DT40 Tdp1-/- hTDP1 cells, no CPT, ATP luminescence, 48 h | Potency, µM (series often up to 46.2 µM), inactives show top-dose activity change, negative = growth inhibition, actives largely listed as inhibitors | hit rate 15% among 420,000; also: nearly all actives have a fitted effect of over 55% in size
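Compound effects on proliferation are scored in DT40 Tdp1-/-;hTDP1 cells in the absence of CPT. ATP levels (CellTiter-Glo luminescence) are recorded after a ≥48 hr, 37 °C incubation.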
Starred values were filed as active, the others as inactive; ? = inconclusive; · = no result given; & = joins results of further samples; [ ] = dose if it differs, or a comment. Calls follow the shape of the dose curve; as a rule, active = well fitted curve in the direction sought with a large enough effect; inconclusive = small, poorly fitted or top-dose-only effect, or another doubt; inactive = no such curve, though single readings can be large; an effect the other way counts as inactive or inconclusive. % is scaled to controls: 0 for no effect and ±100 for the full control effect; potency is read from the fitted curve at half-maximal effect.

SMILES	TDP1 cell CPT	TDP1 inh	TDP1 cell noCPT
O=C1C(C2=NC(c3ccccn3)C3C(=O)N(c4ccc(Cl)cc4Cl)C(=O)C23)=C(O)c2ccccc21 (configuration not stated)	?	0.6%	?
COCCNC(=O)C(=O)Nc1cc2c3c(c1)CCC(=O)N3CCC2	17.4%	5.1%	3.1%
CC(=O)c1ccc(N2CCN(S(=O)(=O)c3ccc4c(c3)NC(=O)CC(=O)N4)CC2)cc1	?	·	?
Cc1ccc2nc(-c3ccc(Br)cc3)cc(C(=O)NCC3CCCO3)c2c1 (configuration not stated)	14.6µM*	·	14.6µM*
Cc1c(C(=O)NNC(=O)c2csc(N3CCOCC3)n2)oc2ccc(Br)cc12	-20.7%	·	?
COc1ccc(-c2nc(-c3ccccc3)c(-c3cccs3)[nH]2)cc1OC	18.4µM*	12.7%	14.6µM*
CCCCCn1c(=NC(C)=O)c(C#N)cc2c(=O)n3ccccc3nc21	-18.6%	0.0%	?
CCCCCCCc1nn2c(=O)cc(O)nc2s1	?	2.7%	?
CC(=O)N1CCCC(C)(C(=O)N(C)Cc2cccc3ccccc23)C1 (configuration not stated)	23.1µM*	·	?
COc1ccc(NC(=O)Nc2nnc(CC(=O)NCc3ccccc3)s2)cc1	-20.7%	1.2%	8.3%
COc1cccc(CNCc2ccc(OC)cc2OC)c1	?	·	?
CCn1c(CN2CCCCC2)nc2cc(NC(=O)c3ccc([N+](=O)[O-])cc3)ccc21	9.2µM*	4.7%	9.2µM*
Cc1cc2nc(C(C)(C)C)c(Cc3ccccc3)n2c(C)c1Br	?	·	?
O=C(Oc1ccc(F)cc1)N1CCOCC1	-16.2%	·	-8.4%
CC(C)(C)NC1=CC(=O)OC12CCCCC2	1.4%	0.0%	15.3%
CCCc1nn2c(=O)cc(COC(=O)c3ccco3)nc2s1	-7.4%	3.2%	-17.3%
CCOc1ccc(C2C(=O)N(C3CCCCCC3)CC(=O)N2CCc2ccccc2)cc1OC (configuration not stated)	?	7.8%	?
COc1cccc(N2CC(C)Cn3c2nc2c3c(=O)n(CCN3CCOCC3)c(=O)n2C)c1 (configuration not stated)	-4.4%	1.0%	-20.2%
NS(=O)(=O)c1ccc(-c2ccc(/C=N/NC(=O)c3ccccc3O)o2)cc1	?	2.6%	-25.3%
CC(=O)Nc1ccccc1OCC(=O)N(Cc1ccccc1)C(C)C	16.4µM*	2.7%	13µM*

Random excerpt: five records from the list.
SMILES	TDP1 cell CPT	TDP1 inh	TDP1 cell noCPT
NS(=O)(=O)c1ccc(-c2ccc(/C=N/NC(=O)c3ccccc3O)o2)cc1	?	2.6%	-25.3%
CCOc1ccc(C2C(=O)N(C3CCCCCC3)CC(=O)N2CCc2ccccc2)cc1OC (configuration not stated)	?	7.8%	?
CC(=O)Nc1ccccc1OCC(=O)N(Cc1ccccc1)C(C)C	16.4µM*	2.7%	13µM*
O=C(Oc1ccc(F)cc1)N1CCOCC1	-16.2%	·	-8.4%
COc1cccc(CNCc2ccc(OC)cc2OC)c1	?	·	?

The list goes on:
SMILES	TDP1 cell CPT	TDP1 inh	TDP1 cell noCPT
Cc1ccc(C2(C)NC(=O)N(CC(=O)NCc3cccc(Cl)c3)C2=O)cc1 (configuration not stated)	-3.6%	·	6.9%
CCn1c(C)c(C)c2cc(C(=O)NCCCN3CCCC3)ccc21	-14.8%	14.3%	12.1%
CNc1c([N+](=O)[O-])cnn1-c1ccccc1F	8.7%	-2.7%	-9.4%
CCN(CC)S(=O)(=O)c1ccc(C)c(NC(=O)COC(=O)CN2C(=O)NC(C)(C)C2=O)c1	-5.0%	·	-13.0%
CC(=O)Nc1cc2c(cc1[N+](=O)[O-])-c1ccc(F)cc1C2	?	·	8.3%
CCOC(=O)c1ccccc1NC(=O)Cn1c(=O)n(CCCC(=O)NCc2ccc3c(c2)OCO3)c(=O)c2ccccc21	-20.3%	-1.8%	-23.0%
Fc1ccc2cnc(-c3cccnc3)cc2c1	-21.4%	-0.2%	-20.9%
COc1ccc(OC)c(/C=N/NC(=O)c2[nH]ncc2Br)c1	2.0%	2.7%	-1.4%
CCc1ccc(S(=O)(=O)NCC2(N3CCOCC3)CCCCC2)cc1	?	0.4%	?
CCN(CC)CCNC(=O)Cn1c(C)cc2ccccc2c1=O	-13.7%	4.0%	-3.7%

A second format for part of the listing above.
> CNc1c([N+](=O)[O-])cnn1-c1ccccc1F
  TDP1 cell CPT: 8.7% | TDP1 inh: -2.7% | TDP1 cell noCPT: -9.4%
> CCN(CC)S(=O)(=O)c1ccc(C)c(NC(=O)COC(=O)CN2C(=O)NC(C)(C)C2=O)c1
  TDP1 cell CPT: -5.0% | TDP1 inh: · | TDP1 cell noCPT: -13.0%
> CC(=O)Nc1cc2c(cc1[N+](=O)[O-])-c1ccc(F)cc1C2
  TDP1 cell CPT: ? | TDP1 inh: · | TDP1 cell noCPT: 8.3%

(further entries)
SMILES	TDP1 cell CPT	TDP1 inh	TDP1 cell noCPT
Cc1cccnc1NC(=O)c1ccc(S(=O)(=O)N2CCCCCC2)cc1	-9.7%	0.0%	-9.0%
COc1cc(/C=N/NC(=O)C(Cc2c[nH]c3ccccc23)NC(=O)OCC(C)C)cc([N+](=O)[O-])c1OCc1ccccc1 (configuration not stated)	-0.8%	9.6%	0.1%
O=C1CC(c2ccccc2)CC2=C1C(c1ccccn1)Nc1ccccc1N2 (configuration not stated)	1.2%	0.0%	3.4%
O=C(CN1CCc2ccccc2C1)NC1CCCC1	-2.5%	-1.2%	3.3%
Cc1ccc(NC(=O)Cn2c(=O)c3ccccc3n3nncc23)cc1	-8.9%	3.8%	?
O=C(O)c1cccc(Nc2ncnc3c2cnn3-c2ccccc2)c1	-1.3%	5.7%	1.1%
COc1ccc(C)cc1S(=O)(=O)NC1CCCCCC1	-8.5%	2.0%	13.2%
Cc1ccc(C)c(S(=O)(=O)N2CCCOC2CNC(=O)C(=O)NCc2cccs2)c1 (configuration not stated)	?	3.9%	-29.8%
O=C(Cn1c(=O)n2nc(-c3cccc(F)c3)nc2c2ccccc21)N1CCN(c2ccccc2F)CC1	-11.8%	0.0%	?
O=C(Cn1cnc2c(oc3ccccc32)c1=O)N1CCN(c2ccccc2)CC1	1.0%	2.0%	-4.3%
Cc1cc(C(=O)N2CCN(S(=O)(=O)c3ccc(F)c(Cl)c3)CC2)c(C)o1	?	4.8%	?
CCN(CC)C(=O)c1cccc(-c2csc(C(C)(NC(C)=O)c3ccc(OC)cc3)n2)c1 (configuration not stated)	?	·	13µM*
CCc1nnc(NC(=O)c2ccc(F)c(S(=O)(=O)N3CCCCC3)c2)s1	0.5%	-6.8%	1.4%
N#Cc1c(N2CCCC2)ccc(Br)c1Cl	-23.4%	·	-26.2%
Cn1cnnc1Sc1ccc(CN2CCOc3ccc(C4=Cc5ccccc5C4)cc3C2)o1	-1.4%[9.04 µM]	·	-29.9%
CC(C)Cc1nc2sc3c(c2c(=O)n1N)CC(C(C)C)OC3 (configuration not stated)	16.4µM*	-1.4%	2.59µM*
Cc1nn2c3ccccc3n(Cc3ccccc3)c2nc1=O	-5.3%	-2.4%	-28.9%
CC(C)n1nc(C(=O)Oc2cc(Cl)ccc2Cl)c2ccccc2c1=O	-29.2%	-4.6%	?
Cc1cccc(C)c1N=Cc1c(O)n(-c2nccs2)c(=O)c2ccccc12	14.6µM*	7.9%	20.6µM*
O=C(COC(=O)c1cc(-c2cccs2)nc2ccccc12)c1ccc(F)cc1	?	·	?
CC(C)Sc1nnc([C@@H]2CCCN2C(=O)OC(C)(C)C)o1	-6.6%	-1.0%	-20.6%
CCc1nnc2c(NCc3cccc(OC)c3)nc3ccccc3n12	-26.3%	0.0%[12.3 µM]	?
CCOc1ccc(/C=N/NC(=O)c2csc(C)c2C)c(OCC)c1	3.0%	6.3%	-7.2%
CC(=O)N1CCN(c2ccc(NC(=O)c3cccc(C)c3)cc2)CC1	5.8%	·	1.4%
CCOC(=O)CSC1=C(C#N)C(c2ccccc2C)C2=C(CCCC2=O)N1 (configuration not stated)	2.7%	9.5%	-4.8%
CCc1noc(C)c1C(=O)N(C)CC(=O)Nc1ccc(Br)cc1C	-3.1%	-0.2%	-23.2%
COc1ccc(NC(=O)C(c2ccc(OC)cc2)n2c(=O)c(-c3cc4ccccc4[nH]3)nc3ccccc32)cc1 (configuration not stated)	16.4µM*	·	13µM*
Cn1cc(S(=O)(=O)c2ccccc2)c(=O)c2cc(F)c(N3CCCCCC3)cc21	?	5.0%	?
Nc1ncnc2nc(SCCOc3ccc(Cl)cc3)[nH]c12	-9.5%	3.2%	-17.5%
O=C(N/N=C/c1cccc2cccnc12)c1ccccc1O	5.17µM*	·	4.11µM*
CN(C)C(=O)CCc1ccc2c3c([nH]c2c1)[C@]1(C)[C@@H](C(=O)N2CCOCC2)C[C@H](CC(=O)NCCc2ccccn2)C(=O)N1CC3	14.2%	-1.2%[56.1 µM]	7.0%
COc1ccc(NC(=O)Cc2c[nH]c3ccccc23)cc1S(=O)(=O)N1CCCCC1	-27.2%	5.6%	-6.7%
O=C(Cn1cc(C(F)(F)F)ccc1=O)N/N=C/c1cccc(Cl)c1Cl	-2.2%	5.6%	1.2%
CCCCC(C(=O)NC1CCCC1)N(Cc1ccco1)C(=O)Cn1nnc(-c2ccc(F)cc2)n1 (configuration not stated)	23.1µM*	5.6%	23.1µM*
CC1CCN(S(=O)(=O)c2ccc3nc(NCc4ccccc4)ccc3c2)CC1	10.3µM*	0.0%	10.3µM*
COc1ccc(Oc2ncc3nc(-c4cccc(C#N)c4)c(=O)n(CCC#N)c3n2)cc1	?	·	?
CC(C)CCN(CC(=O)NC(C)(C)C)C(=O)C(=O)Nc1ccc2c(c1)OCCO2	-2.4%	3.5%	-2.1%
Cc1ccc2cccc(S(=O)(=O)N3CCN(c4cccc(Cl)c4)CC3)c2n1	?	1.1%	?
O=C(Nc1cccc2ncccc12)c1ccco1	6.4%	-1.9%	-3.7%
CN(C)C(=O)COn1c(SCC(=O)N(C)C)nc2ccccc2c1=O	1.7%	2.0%	-3.0%
COc1cccc(N(CC(=O)NCc2ccco2)C(=O)CCC(=O)Nc2nccs2)c1	1.5%	·	-22.6%
CC(C#N)On1c(SC(C)C#N)nc2ccccc2c1=O (configuration not stated)	-2.7%	6.2%	-1.8%
CC(=O)N(c1ccc(Cl)cc1)c1nc(C)cc(C)c1C#N	-1.8%	3.0%	-17.9%
CCOc1ccccc1NC(=O)CN1CCC(NC(=O)c2ccccc2C)CC1	23.1µM*	·	23.1µM*
Cc1nc2ncnn2c(C)c1CCC(=O)O	-1.1%	6.5%	-20.6%
COCCNc1nc(NCc2ccccc2OC)c2sccc2n1	23.1µM*	·	16.4µM*
Cc1ccc(S(=O)(=O)NCC(=O)N(CC(=O)NC(C)(C)C)Cc2ccc3c(c2)OCO3)cc1	1.5%	4.6%	-16.5%
COc1ccc(C2CC(c3cccc(Br)c3)=NN2c2ccc(S(N)(=O)=O)cc2)cc1 (configuration not stated)	25.9µM*	-8.8%[56.1 µM]	?
Cc1ccc(C(C[N+](=O)[O-])c2c(C)[nH]n(-c3ccccc3)c2=O)cc1 (configuration not stated)	4.61µM*	5.1%	5.8µM*
COc1ccc(CNC(=O)c2cnc3ccc(C)cn3c2=O)cc1	-0.6%	4.9%	-4.7%

(next part)
SMILES	TDP1 cell CPT	TDP1 inh	TDP1 cell noCPT
CCOc1cc(CNC(=O)c2ccc(NC(=O)c3nsc4ccccc34)cc2)ccc1OC	?	5.4%	?
Cc1cc(NS(=O)(=O)c2ccc(NC(=O)COc3c(C)cc(Br)cc3C)cc2)no1	20.6µM*	8.1%&4.2%	23.1µM*
CCc1nnc(NC(=O)Cc2c[nH]c3ccccc23)s1	-15.1%	-5.0%	-0.5%
COc1ccc([C@@H]2C[C@H]3[C@@H](CN2S(=O)(=O)c2ccccc2)C(=O)C[C@@H](c2cccc(Cl)c2)N3S(=O)(=O)c2ccc(C)cc2)cc1	-10.3%	·	-0.4%
Oc1[nH]c2ccccc2c1N=NC(=S)NCC1CCCO1 (configuration not stated)	?	2.6%	?
CCn1c(SCC(=O)NC2CCCCC2C)nnc1-c1ccc(OC)cc1 (configuration not stated)	?	-1.0%	-23.7%
NC(=O)c1ccsc1NC(=O)CN1C(=O)NC2(CCCCC2)C1=O	2.5%	-0.3%	7.2%
O=C(CSc1nnc2c(Cl)cc(C(F)(F)F)cn12)N(Cc1ccccc1)Cc1ccccc1	-73.7%	-0.6%	20.6µM*
Cc1ccc(S(=O)(=O)N2C[C@H]3C(=O)C[C@@H](c4ccccc4F)N(S(=O)(=O)c4ccc(C)cc4)[C@H]3C[C@H]2c2ccccc2)cc1	?	·	?
CNC(=O)c1ccc(=O)n(Cc2cccc(C(F)(F)F)c2)c1	24.6%	-3.5%	2.7%

Screening results: PubChem, National Center for Advancing Translational Sciences (NCATS)
